# BCR signal inh: blocks chronic active B-cell receptor signaling | ABC-DLBCL IkBa-CBG/CBR reporter, luminescence ratio, 4 h | Potency, µM (doses to about 46.1 µM), inactives show top-dose ratio change, negative = lower green/red ratio, hits mostly inhibitors | actives 0.05% (n = 340,000); active = well fitted inhibition curve with a large enough effect in the signal ratio, with a control signal flat, not every such curve was filed as active; inconclusive = small, poorly fitted or top-dose-only effect, or effect the other way, or a change in a side signal; the % refers to the signal ratio;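 also: potency is read from the fitted curve at half-maximal effect; plate controls were basal doxycycline-induced cells for no effect and cells given 10 µM MG132 for full effect; MG132 reads +100%, hits lower the ratio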
#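 Doxycycline induced both beetle luciferases in TMD8 lymphoma cells; IKK-driven degradation limits the IkappaBalpha-fused green signal, while red luminescence normalises for cell number and nonspecific effects. Compounds tested up to 46 uM, 4 hrs.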
# Giardia killer: kills Giardia lamblia; Giardia lamblia trophozoite viability; activity change, % at 7.66 µM, hits read low; actives 0.15% (n = 340,000); in the data active = activity change below about -80%; inconclusive = between about -30% and that limit;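 also: parasites exposed to compound for two days anaerobically before the ATP read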
#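 Killing of trophozoites was scored by loss of ATP luminescence after a 48 hrs anaerobic exposure to compounds at 37 deg C, using 100 cells per well.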
# * hit, by the source's call; ? = inconclusive; . = no result given; & = joins results of further samples; [ ] = another dose, or the depositor's remark. Unless noted, % is scaled to controls: 0 for no effect and ±100 for the full control effect. Some of the compounds tested; count on the stated rates, not on these rows.
SMILES,BCR signal inh,Giardia killer
CN(C(=O)c1ccc2c(c1)N(Cc1cccc(Cl)c1)C(=O)c1ccccc1S2(=O)=O)C1CCCCC1,11.9%,.
O=C(Cn1nc(-c2ccc(Cl)cc2)ccc1=O)NCc1ccccc1Cl,-8.7%,.
O=C(Nc1ccc(-c2nc3cc(NC(=O)c4ccccc4F)ccc3o2)cc1)c1ccccc1F,0.9%,.
CCC1CCCCN1CCCNC(=O)c1ccc2c(c1)N(Cc1cccc(Cl)c1)C(=O)c1ccccc1S2(=O)=O (centres undefined),3.1%,.
CCCc1nccn1S(=O)(=O)c1cc(Br)ccc1OC,?,.
Cc1ccc(-n2ncc3c(NCCC4=CCCCC4)ncnc32)cc1,19.0%,.
Oc1c(C(c2ccccc2F)N2CCCCC2)sc2nc(-c3ccco3)nn12 (centres undefined),11.5%,.
CCCCOc1ccc(-c2nonc2NC(=O)c2ccco2)cc1,-4.3%,.
Cc1cccc2sc(N(Cc3cccnc3)C(=O)CCOc3ccccc3)nc12,14.8%,.
COC(=O)c1ccc(OCC2c3cc(OC)c(OC)cc3CCN2C(=O)c2cccc(C)c2)cc1 (centres undefined),-3.8%,.
O=C(NCCc1ccc(F)cc1)C(=O)NCC(c1cccs1)S(=O)(=O)c1ccc(F)cc1 (centres undefined),-5.2%,.
COc1ccccc1NC(=O)CCn1c(=O)oc2cc(Cl)ccc21,2.3%,.

# Single records, as listed above.
# Profile of `O=C(NCCc1ccc(F)cc1)C(=O)NCC(c1cccs1)S(=O)(=O)c1ccc(F)cc1` (centres undefined) → BCR signal inh = -5.2%; Giardia killer = .
# Profile of `CN(C(=O)c1ccc2c(c1)N(Cc1cccc(Cl)c1)C(=O)c1ccccc1S2(=O)=O)C1CCCCC1` → BCR signal inh = 11.9%; Giardia killer = .

# Additional entries
SMILES,BCR signal inh,Giardia killer
O=c1oc2ccccc2cc1-c1nc(-c2cccc(Cl)c2)cs1,1.7%,.
O=c1cc(-c2ccccc2)n2c(SCc3ccc(Br)cc3)nnc2[nH]1,?,.
O=S(=O)(NCCc1csc2nc(-c3ccc(F)cc3)nn12)c1ccc2c(c1)OCCO2,?,.
COc1ccc(OCC(=O)NCc2ccc3c(c2)CCN3C(=O)c2ccc(F)cc2)cc1,-16.0%,.
COc1ccccc1-c1c(C)nn2c(N3CCN(c4cccc(Cl)c4)CC3)cc(C)nc12,-2.6%,.
Cc1ccc(-c2nc3c4ccccc4n(CC(=O)N4CCN(c5ccccc5F)CC4)c(=O)n3n2)cc1,-3.1%,.
Cc1cccc2sc(N(Cc3cccnc3)C(=O)C3COc4ccccc4O3)nc12 (centres undefined),13.5%,.
CC(=O)c1cccc(NC(=O)CSc2nnc3ccc(-c4ccc(Cl)cc4)nn23)c1,6.6%,.
O=C(NCc1ccccc1)C(=O)Nc1c2c(nn1-c1ccccc1)CSC2,6.7%,.
O=C(Nc1c2c(nn1-c1ccc(Cl)cc1)CS(=O)(=O)C2)c1cccc(F)c1,-5.3%,.
COc1ccc(CC(=O)N2CCc3cc(OC)c(OC)cc3C2COc2ccc(F)cc2)cc1 (centres undefined),0.3%,.
Cc1nnc(NC(=O)C2CCN(C(=O)c3ccsc3)CC2)s1,.,-15.8
CCCN(CCC)CCCNC(=O)c1cc2c(-c3ccc(Cl)cc3)nn(C)c2s1,.,-12.6
COc1ccc(/C=C/c2nnc(NC(=O)COc3ccc(Cl)cc3)s2)cc1,.,27.5
O=S(=O)(Nc1c(Br)cc(Br)c2cccnc12)C1CCCCC1,.,-7.8
CCCN1CNc2c(c(=O)[nH]c(=S)n2CCc2cccc(Cl)c2)C1,.,26.1
CSc1nc(=O)[nH]c2nc[nH]c12,.,-16.5
O=C(COC(=O)CNC(=O)C1CCCCC1)NC1CCCC1,.,9.1
O=C(Nc1c(Cl)cc([N+](=O)[O-])cc1Cl)c1cc(Cl)cc(Cl)c1O,.,11.2
c1ccc(Nc2nc(-c3ccccc3)c(-c3ccccc3)s2)cc1,.,-4.6
O=C(NC1CCCCC1)c1cnn2c1NC(=C1CC1)C=C2C(F)F,.,7.1
Nc1ncnc2c1[nH]c(=S)n2C1OC(CO)C(O)C1O (centres undefined),.,31.1[activator]
Cc1ccc(S(=O)(=O)N2CCC(c3nc(-c4cccs4)nc4ccccc34)CC2)cc1,.,-5.7
O=C(Cc1ccccc1)NCC(=O)OCC(=O)c1cccc2ccccc12,.,6.4

# Four of these compounds, reformatted.
COc1ccc(/C=C/c2nnc(NC(=O)COc3ccc(Cl)cc3)s2)cc1
- BCR signal inh: .
- Giardia killer: 27.5
O=S(=O)(Nc1c(Br)cc(Br)c2cccnc12)C1CCCCC1
- BCR signal inh: .
- Giardia killer: -7.8
CCCN1CNc2c(c(=O)[nH]c(=S)n2CCc2cccc(Cl)c2)C1
- BCR signal inh: .
- Giardia killer: 26.1
CSc1nc(=O)[nH]c2nc[nH]c12
- BCR signal inh: .
- Giardia killer: -16.5

# Next records
SMILES,BCR signal inh,Giardia killer
CCCN1CNc2c(c(=O)[nH]c(=S)n2CCc2cccc(C)c2)C1,.,-7.8
O=S(=O)(Nc1cccc2cccnc12)c1cccc2cccnc12,.,-17.9
CC(C)C1(C)NC(c2ccc3c(c2)OCO3)=CC(c2ccccc2O)N1 (centres undefined),.,-18.3
Cc1cc(F)ccc1NC(=O)CS(=O)(=O)c1cccc2nsnc12,.,0.4
COc1ccc(CNc2ccccc2C(=O)NCc2ccccc2)cc1COc1ccc(NC(C)=O)cc1,.,8.8
COCCn1c(=S)[nH]c2cc(C(=O)N3CCN(Cc4ccccc4)CC3)ccc2c1=O,.,4.4
O=S(=O)(c1ccc2ccccc2c1)N1CCN(c2nc(-c3ccccc3)nc3ccccc23)CC1,.,?
CC1CCN(c2oc(-c3ccc(OCc4ccccc4Cl)cc3)nc2C#N)CC1,.,9.3
Cc1ccc(Nc2c(-c3ccc(C)s3)nc3ccccn23)cc1,.,1.3
Cc1ccc(C(c2nnnn2Cc2ccccc2)N2CCN(Cc3ccncc3)CC2)cc1 (centres undefined),.,19.0
CC(=O)Nc1cccc2cccnc12,.,12.5
O=C(Nc1sc2c(c1C(=O)Nc1cccc(Cl)c1)CCCC2)c1cccs1,.,-8.8
O=C(c1ccc2c(=O)n(Cc3ccc4c(c3)OCO4)c(=S)[nH]c2c1)N1CCN(Cc2ccccc2)CC1,.,11.9
Nc1nc(NCc2ccccc2)c2[nH]cnc2n1,.,10.0&-3.6
COc1ccc(C2Nc3ccccc3C(=O)N2c2ccc(F)cc2)cc1COc1ccc(NC(C)=O)cc1 (centres undefined),.,25.8
O=c1[nH]cnc2c1ncn2[C@H]1C[C@H](O)[C@@H](CO)O1,.,-9.0
c1ccc(Cn2nnnc2C(c2ccccc2)N2CCN(Cc3ccncc3)CC2)cc1 (centres undefined),.,5.6
COc1ccc2c(c1)c1nnc(SC(C)C)nc1n2C,.,12.3
O=S(=O)(c1ccc(F)cc1)N1CCN(c2nc(-c3cccs3)nc3ccccc23)CC1,.,11.7&-2.5
Cc1ccc(S(=O)(=O)N2CCN(c3nc(-n4cnc5ccccc54)nc4ccccc34)CC2)cc1,.,11.1
CCN(CC)CCN1C(=O)c2ccccc2NC1c1ccc(OC)c(COc2ccc(NC(C)=O)cc2)c1 (centres undefined),.,14.6
CCCN1CNc2c(c(=O)[nH]c(=S)n2CCC(C)C)C1,.,?
O=C(Nc1ccc(-n2nncc2-c2ccccc2)cc1)c1ccccc1,.,-8.7
CC(C)NC(=O)COC(=O)CNC(=O)C1CCCCC1,.,-6.9
CCOc1ccc(NC(=O)CSc2nnc3c(n2)[nH]c2ccc(S(=O)(=O)N4CCOCC4)cc23)cc1,.,-27.7
O=S(=O)(Nc1cccc2ccccc12)c1cccc2ccccc12,.,3.2
NCCCN(Cc1ccc(Cl)c(Cl)c1)c1ccccn1,.,3.7
COc1ccc(S(=O)(=O)N2CCN(c3nc(-c4ccccc4)nc4ccccc34)CC2)cc1,.,-22.8
C=CCn1c(SCCC)nc2ccccc2c1=O,.,-17.1
CCCN1CNc2c(c(=O)[nH]c(=S)n2CCc2ccccc2OC)C1,.,3.2
CCc1ccc2[nH]c(=O)c(CN(Cc3ccccc3)Cc3nnnn3C(C)(C)C)cc2c1,.,26.0
COc1ccc(N=c2nc(-c3ccccc3)n(-c3ccc(C)cc3)s2)cc1,.,11.7
CCOc1ccc2nc(N3CCC(C(=O)Nc4ccc(Br)cc4F)CC3)sc2c1,.,-24.3
COc1ccc(Cn2nnnc2C(c2ccccn2)N2CCN(c3ccc(O)cc3)CC2)cc1 (centres undefined),.,-4.6
Cn1nnnc1SCCNCc1ccccc1OCc1ccc(Cl)cc1Cl,.,6.4
Cc1cccc(Cn2c(SCc3ccc(C(=O)N4CCCCCC4)cc3)nc3ccncc32)c1,.,9.8

# Sorted by molecular weight (rising): part of the list above
SMILES,BCR signal inh,Giardia killer
Cn1nnnc1SCCNCc1ccccc1OCc1ccc(Cl)cc1Cl,.,6.4
COc1ccc(Cn2nnnc2C(c2ccccn2)N2CCN(c3ccc(O)cc3)CC2)cc1 (centres undefined),.,-4.6
Cc1cccc(Cn2c(SCc3ccc(C(=O)N4CCCCCC4)cc3)nc3ccncc32)c1,.,9.8

# Fetched by compound from the list above:
SMILES,BCR signal inh,Giardia killer
COc1ccc(S(=O)(=O)N2CCN(c3nc(-c4ccccc4)nc4ccccc34)CC2)cc1,.,-22.8
CCc1ccc2[nH]c(=O)c(CN(Cc3ccccc3)Cc3nnnn3C(C)(C)C)cc2c1,.,26.0
CCOc1ccc2nc(N3CCC(C(=O)Nc4ccc(Br)cc4F)CC3)sc2c1,.,-24.3
NCCCN(Cc1ccc(Cl)c(Cl)c1)c1ccccn1,.,3.7
CCOc1ccc(NC(=O)CSc2nnc3c(n2)[nH]c2ccc(S(=O)(=O)N4CCOCC4)cc23)cc1,.,-27.7
O=S(=O)(Nc1cccc2ccccc12)c1cccc2ccccc12,.,3.2
Cn1nnnc1SCCNCc1ccccc1OCc1ccc(Cl)cc1Cl,.,6.4

# New compounds follow.
SMILES,BCR signal inh,Giardia killer
CNc1nc(-c2ccccc2)c(-c2ccccc2)s1,.,10.2
O=S(=O)(Nc1cccc2cccnc12)c1cccc2ccccc12,.,0.0
Cn1cc(S(=O)(=O)N2CCCCC2)cc1C(=O)NCc1ccc(Cl)cc1,.,-22.1
Clc1nc(NCc2ccco2)c2[nH]cnc2n1,.,-24.6
CCCN1CNc2c(c(=O)[nH]c(=S)n2CCc2ccc(OC)cc2OC)C1,.,?
O=S(=O)(c1ccc2c(c1)CCCC2)N1CCN(c2nc(-c3cccs3)nc3ccccc23)CC1,.,5.9
O=C1C2C3CCCC3=C3CCCC3C2C(=O)N1c1ccccc1Cl (centres undefined),.,16.6
COc1ccc(NC(=O)c2sc3nc(-c4ccc(OC)cc4)cc(C(F)(F)F)c3c2N)cc1,.,22.4
CC(=O)c1cccc(S(=O)(=O)N2CCN(c3nc(-c4cccs4)nc4ccccc34)CC2)c1,.,-20.4
Cc1ccc(CNCc2cn[nH]c2-c2ccc(C)cc2)cc1,.,10.7
O=C(CN1C(=O)c2ccccc2S1(=O)=O)Nc1cc(S(=O)(=O)N2CCOCC2)ccc1N1CCOCC1,.,-4.3
Clc1ccc(CNc2ncnc3nc[nH]c23)cc1,.,-17.9
COc1ccc(CCn2c3c(c(=O)[nH]c2=S)CN(c2ccccc2)CN3)cc1OC,.,-9.3
Cc1ccccc1OCC(=O)NCC(=O)OCc1cccc2ccccc12,.,-17.7
Cc1ccc(S(=O)(=O)N2CCN(c3nc(-c4ccc(CN5CCOCC5)s4)nc4ccccc34)CC2)cc1,.,-6.7
COc1ccc(NC(=O)c2c(NC(=O)Cc3ccccc3)sc3c2CCCC3)cc1,.,-4.8
O=C1c2cc(S(=O)(=O)N3CCOCC3)ccc2-c2ccc(S(=O)(=O)N3CCOCC3)cc21,.,-7.9
CC(=O)c1cccc(NC(=O)C(C)OC(=O)c2ccc(S(C)(=O)=O)c([N+](=O)[O-])c2)c1 (centres undefined),.,-7.6
Nc1c(Br)cc(Br)c2cccnc12,.,0.5
Cc1cccc(Cn2cc(/C=C(/C#N)C(=O)Nc3cccc(Cl)c3)c3ccccc32)c1,.,-4.0
O=S(=O)(c1ccc2c(c1)CCCC2)N1CCN(c2nc(-c3ccccc3)nc3ccccc23)CC1,.,-8.1
CCCN1CNc2c(c(=O)[nH]c(=S)n2CCc2ccc(C)cc2)C1,.,20.1
Cc1ccc2[nH]c(=O)c(CN(Cc3cccs3)Cc3nnnn3Cc3ccco3)cc2c1,.,-24.9
N#CN=c1snc(-c2ccccc2Cl)n1-c1ccccc1Cl,.,-10.3

# Bioassay records (PubChem BioAssay)
